SRC1 TRFRET art: flags TR-FRET format artefacts in PPARgamma SRC-1 recruitment agonist screen. TR-FRET detection artefact counter-screen, emission ratio; hits give high values. TR-FRET ratio at 8 µM. 0.34% of 99,000 active. AID 1051; in the data active means TR-FRET ratio above about 2300; further: inactives centre near 1800; reference of the scale not given here
SRC3 TRFRET art: TR-FRET artefact, counter-screen to PPARgamma/SRC-3 agonist assay; PPARgamma/SRC-3 format; hits give high values; TR-FRET ratio at 8 µM; 0.39% of 99,000 active; in the data active means TR-FRET ratio above about 2000; further: inactives centre near 1600; reference of the scale not given here
Active calls of the source: *.

SMILES | SRC1 TRFRET art | SRC3 TRFRET art
COc1ccc(C(C(=O)NCC2CCCO2)N(C(=O)CNC(=O)c2cccs2)c2ccc(C(C)=O)cc2)cc1OC (stereo unspecified) | 1472 | 1714
CCN(CCO)c1ccc(NC(=S)Nc2cccc(S(=O)(=O)N(C)C)c2)cc1 | 1691 | 1570
CS(=O)(=O)Nc1cccc(-c2cn3ccccc3n2)c1 | 1962 | 1977
CCSc1nc2ccccc2c(=O)n1Cc1ccc(F)cc1 | 1908 | 1523
O=C(/C=C/c1ccco1)N1CCC(Cc2ccccc2)CC1 | 1848 | 1615
O=C(CCCOc1ccccc1)NC1CCCc2ccccc21 (stereo unspecified) | 1754 | 1525
CN(C)c1ccc(-c2nn3c(-c4ccc(Cl)cc4Cl)nnc3s2)cc1 | 1837 | 1563
CN(C)c1ccnc(Nc2ccc(O)cc2)c1C#N | 1510 | 1547
CC(=O)Nc1c(Cl)cc([N+](=O)[O-])c2ccccc12 | 1809 | 1663
CCOCC(=O)Nc1cc(C)on1 | 1543 | 1465
Cc1ccc(C(=O)N[C@H](C(=O)OCc2cc(=O)oc3cc(C)ccc23)C(C)C)cc1 | 1771 | 1642
COc1ccccc1-c1nnc(SCC(=O)O)n1-c1ccccc1 | 1819 | 1529
COc1ccc(/C=N/NC(=O)c2cc(-c3cccnc3)nc3ccccc23)c(OC)c1 | 1920 | 1541
O=C(COC(=O)CCC1CCCC1)Nc1ccc(Cl)cc1F | 1983 | 1542
COCc1[nH][nH]c(=O)c1C=NCC(=O)OC | 1904 | 1707
Nc1ccc(Oc2cccc(Oc3ccc(N)cc3)c2)cc1 | 1525 | 1626
COc1ccc(NC(=O)O/N=C/c2ccncc2)cc1 | 1750 | 1809
COc1cc(NCCC(=O)c2cccs2)c(OC)cc1Cl | 1826 | 1575
O=C(C1CCN(S(=O)(=O)c2cnc[nH]2)CC1)N1CCc2ccccc2C1 | 1483 | 1581
Nc1nc(NCCCN2CCOCC2)nc(Nc2ccc(F)cc2)c1[N+](=O)[O-] | 1565 | 1484
O=[N+]([O-])c1ccc(S(=O)(=O)NCC2CCCO2)cc1 (stereo unspecified) | 1655 | 1365
CCCCCN(C(=O)NC(=O)Nc1ccccc1C)S(=O)(=O)c1ccccc1 | 1848 | 1504
Cc1ccc(OCCn2c(=O)oc3ccc(C)cc32)cc1 | 1761 | 1777
Oc1c(N=NC(=S)Nc2ccccc2F)c2ccccc2n1Cc1ccccc1Cl | 1988 | 1585
O=C(O)c1cccc(NC(=S)N/N=C/c2ccccc2OCc2cccc(Br)c2)c1 | 1938 | 1697
Cc1nn(C)c(C(=O)N/N=C/c2ccc(Br)cc2)c1Cl | 1717 | 1682
OCC1CCN(Cc2cn(Cc3ccccc3)nc2-c2cc3ccccc3o2)CC1 | 1512 | 1198
COc1cc(/C=C(\C#N)C(=O)NCc2cccs2)ccc1O | 1628 | 1667
COc1cc(S(=O)(=O)Nc2ccc3cn[nH]c3c2)ccc1Cl | 1953 | 1569
CO[C@@]1(NC(=O)Cc2cccs2)C(=O)N2C(C(=O)O)=C(COC(N)=O)CS[C@@H]21 | 1617 | 1517
CC(=O)Nc1ccc(NC(=O)c2ccc(C)c(S(=O)(=O)Nc3cccc(C)c3)c2)cc1 | 1772 | 1423
O=C1CC(c2ccc(F)cc2)Sc2nc(-c3ccccc3)c(-c3ccccc3)n21 (stereo unspecified) | 1982 | 1574
COc1ccc(CCN(C)C(=O)C2CCCN(Cc3ccc(OC)c(OC)c3)C2)cc1OC (stereo unspecified) | 1631 | 1508
O=C(OC(C(=O)NCc1ccc2c(c1)OCO2)c1ccc(Cl)cc1)c1ccco1 (stereo unspecified) | 1979 | 1665
CC(C)(C)c1ccc(-c2n[nH]c(=S)n2CC2CCCO2)cc1 (stereo unspecified) | 1651 | 1669
CCOCCOC(NC(=O)c1ccccc1)(C(F)(F)F)C(F)(F)F | 1680 | 1537
CN(C)c1ccc(-c2n[nH]c(=S)n2-c2ccccc2)cc1 | 2007 | 1731
CN(C)c1ccc(N=Nc2ccccc2C(=O)OCC(=O)NC2CCCC2)cc1 | 1790 | 1361
CCN=C1SC(CC(N)=O)C(=O)N1CC (stereo unspecified) | 1890 | 1657
CCOC(=O)c1oc2ccc(S(=O)(=O)n3nc(-c4ccc(OC)cc4)cc3N)cc2c1C | 1741 | 1483
CC(C)=CC(=O)OCC(=O)Nc1cc([N+](=O)[O-])ccc1F | 1681 | 1488
O=C(COC(=O)c1cc(NS(=O)(=O)c2cccs2)ccc1O)Nc1ccc(F)c(F)c1F | 1525 | 1423
CC(=O)Nc1ccc(C)c([N+](=O)[O-])c1 | 1821 | 1566
Cn1c(C(C#N)C(=O)c2ccco2)nc2ccccc21 (stereo unspecified) | 1701 | 1756
O=C(NCc1cccc(F)c1)c1noc2c1CCCC2 | 2108 | 1781
O=C(CSc1nnc2ccccn12)NC(=O)Cc1ccccc1 | 2026 | 1755
Cc1nccc(-c2ccc3c(c2)OCO3)n1 | 1661 | 1542
Cc1c(C(=O)N/N=C/c2cccnc2)sc(=S)n1C | 1899 | 1616
CCCN(CC(=O)Nc1ccc(C(N)=O)cc1)CC(=O)Nc1ccccc1C | 1772 | 1398
CCS(=O)(=O)N1CCC(C(=O)NCc2ccc(OC)cc2OC)CC1 | 1831 | 1437
O=C(CCc1nnc(CCC2CCCCC2)o1)NCc1ccon1 | 1849 | 1592
CC(CCc1ccccc1)NC(=O)CSc1ccccn1 (stereo unspecified) | 2052 | 1655
Cn1c(=O)c2c(nc(SCC(=O)c3ccccc3F)n2C)n(C)c1=O | 1688 | 1633
Cc1ccn2c(-c3n[nH]c(=S)n3C)c(C)nc2c1 | 1585 | 1434
CCc1c(O)cc(=O)n(-c2ccccc2)c1-c1ccccc1 | 1930 | 1784
Cc1nnc(SCC(=O)Nc2nc3ccccc3s2)n(N)c1=O | 1752 | 1594
COC(=O)c1cc(CNC(=O)c2ccccc2Cl)ccc1OC | 1706 | 1503
COC(=O)c1c(NC(=O)CN2CCCc3ccccc32)sc(C)c1C | 1772 | 1874
CC1CCN(S(=O)(=O)c2cc([N+](=O)[O-])ccc2Cl)CC1 | 1605 | 1482
c1ccc(CNc2nc(NCc3ccco3)nc(N3CCOCC3)n2)cc1 | 1855 | 1649

Following part.
SMILES | SRC1 TRFRET art | SRC3 TRFRET art
COc1ccc(C(=O)Nc2sc(C)c(C)c2CN2CC(C)OC(C)C2)cc1 (stereo unspecified) | 1656 | 1643
CN1CCN(c2ccccc2NC(=O)c2ccc([N+](=O)[O-])cc2Cl)CC1 | 1743 | 1488
COc1ccc2c(-c3ccccc3)cc(SCC(=O)N(C)C)nc2c1 | 1917 | 1646
CC(C)C(=O)NNC(=O)CSc1nc(C2CCCCC2)nc2ccccc12 | 1880 | 1641
COCCNC(=O)/C(C#N)=C/c1ccc(C(=O)O)cc1 | 1493 | 1614
COc1ccc(N2CCN(c3ccc(N4C(=O)COCC4=O)cc3[N+](=O)[O-])CC2)cc1 | 1658 | 1749
O=C(/C=C/c1ccccc1Cl)Nc1cccc(O)c1 | 1776 | 1665
C=CCc1c(C)nc(-c2ccccc2)nc1N/N=C/c1ccncc1 | 1920 | 1649
COc1ccc(Nc2nc(Cl)nc(Nc3ccc(OC)cc3)n2)cc1 | 1736 | 1647
CC(=O)Nc1ccc(C(=O)NCCc2ccccc2)cc1 | 1835 | 1733
O=C(NNc1nc(-c2ccc(Br)cc2)cs1)c1ccco1 | 1880 | 1533
O=[N+]([O-])c1ccc(OCC(O)CN2CCN(c3ccccc3F)CC2)cc1 (stereo unspecified) | 1951 | 1653
CC1CCCC(NC(=O)COC(=O)c2ccccc2[N+](=O)[O-])C1C (stereo unspecified) | 1786 | 1529
Cc1cc(CNC(=O)CCc2nnc(CCCc3ccccc3)o2)nn1C | 1714 | 1625
COc1cc2c(cc1OC)C(c1ccccc1)N(S(C)(=O)=O)CC2 (stereo unspecified) | 1701 | 1619
Cc1ccc(OCCCCn2cnc3ccccc32)cc1 | 1714 | 1422
Cc1ccc(-c2nc(NCc3cccnc3)c3ccccc3n2)cc1 | 1861 | 1736
N/C(Cc1ccc(Cl)cc1)=N\OC(=O)C1CCCCC1 | 1558 | 1506
O=C(O)COc1ccc(/C=C2\SC(=Nc3ccccc3)N(c3ccccc3)C2=O)cc1 | 1987 | 1653
Cc1nn(C)c(C)c1NC(=O)c1cnn2c(C(F)F)cc(-c3ccccc3)nc12 | 1587 | 1618
O=C(c1ccco1)N1CCN(c2nc3ccccc3n3nnnc23)CC1 | 1882 | 1543
N/C(=N\O)c1ccc(NC(=O)c2cccs2)cc1 | 1678 | 1548
CC(=O)c1ccc(OC(=O)c2ccc(-n3nc(C)cc3C)cc2)cc1 | 1495 | 1521
C/C(=N/NC(=O)CNC(=O)Cc1ccccc1)c1ccco1 | 1871 | 1675
CCn1c(O)c(N=NC(=O)c2cccs2)c2ccccc21 | 2079 | 1640
O=C(O)c1ccc(NC(CSCc2ccccc2F)C(=O)O)c([N+](=O)[O-])c1 (stereo unspecified) | 1468 | 1464
O=C(COc1ccccc1[N+](=O)[O-])N/N=C/c1ccc(O)c([N+](=O)[O-])c1 | 1988 | 1432
CCCCNC(=O)C1CCCN(S(=O)(=O)CC)C1 (stereo unspecified) | 1970 | 1591
Cc1ccnc(SCc2cc(=O)c(OC(=O)c3ccc(Cl)c([N+](=O)[O-])c3)co2)n1 | 1732 | 1792
O=C(O)c1sc2ncccc2c1OCc1ccccc1 | 1719 | 1839
BrC(=C\c1ccccc1)/C=N/n1cnnc1 | 1934 | 1457
O=C(NC(=S)Nc1cccc2ncccc12)c1ccco1 | 1735 | 1594
COC(=O)c1ccc(OC)c(-c2c(OC)cc(OC)cc2OC)c1 | 1742 | 1515
Clc1ccc(SCCCCN2CCOCC2)cc1 | 1509 | 1656
COc1cccc(NC(=O)COC(=O)Cc2ccccc2[N+](=O)[O-])c1 | 1583 | 1420
Cc1ccccc1C(=O)NC(CC(C)C)C(=O)Nc1ccc(S(N)(=O)=O)cc1 (stereo unspecified) | 1942 | 1526
c1ccc2[nH]c(N3CCOCC3)nc2c1 | 1831 | 1527
O=C(CN1C(=O)COc2ccccc21)N(CCCN1CCOCC1)CC1CC=CCC1 (stereo unspecified) | 1887 | 1394
COc1ccc(C)cc1S(=O)(=O)N1CCC(C(=O)N2CCN(C)CC2)CC1 | 1865 | 1534
COc1ccc2c(=O)c(C(=O)O)c(-c3ccc4c(c3)OCO4)n(C)c2c1 | 1636 | 1448
Cc1csc(NC(=O)c2ccc(C)c([N+](=O)[O-])c2)n1 | 1670 | 1691
CCNC(=S)NCc1ccc(OC)c(OC)c1 | 1906 | 1636
C#CCNc1nc(C(C)C)nc2c1nnn2Cc1ccccc1F | 1746 | 1626
CC(CC(=O)Nc1ccc(C(N)=O)cc1)c1ccccc1 (stereo unspecified) | 1872 | 1600
C#CCOCCOCCOCCNc1nc(N2CCOCC2)nc(N2CCN(C(=O)[C@H](Cc3ccc(O)cc3)n3cc([C@@H](N)CC(C)C)nn3)CC2)n1 | 1997 | 1650
Cc1cc(NC(=O)CSc2n[nH]c(=O)[nH]c2=O)ccc1Br | 1603 | 1553
COC(=O)C(C)Oc1cc(OC(C)C(=O)OC)c2c(C)c(Cl)c(=O)oc2c1 (stereo unspecified) | 1912 | 1524
Nc1nc2ccccc2nc1N | 1843 | 1499

Copied from above, two compounds:
SMILES | SRC1 TRFRET art | SRC3 TRFRET art
COC(=O)C(C)Oc1cc(OC(C)C(=O)OC)c2c(C)c(Cl)c(=O)oc2c1 (stereo unspecified) | 1912 | 1524
Nc1nc2ccccc2nc1N | 1843 | 1499

(more compounds)
SMILES | SRC1 TRFRET art | SRC3 TRFRET art
Cc1cnc2c(C(=O)O)cnn2c1 | 1702 | 1523
CC(C)C(=O)N1CCN(c2ccc(NC(=O)c3ccc4c(c3)OCCO4)cc2)CC1 | 1623 | 1597
Cc1ccc(C)c(CN2C(=O)c3ccccc3S(=O)c3ccc(C(=O)N4CCN(c5ccccn5)CC4)cc32)c1 (stereo unspecified) | 1673 | 1601
Cc1ccccc1Cn1nc(C)c(NC(=O)C2(C)CC2(Cl)Cl)c1C (stereo unspecified) | 1756 | 1585
Cc1nc(Nc2ccc(Cl)cc2Cl)sc1C(=O)Nc1ccccc1 | 2244 | 1962
Cc1ccc2oc3c(c(=O)c2c1)C(c1cccc(O)c1)N(c1ccccn1)C3=O (stereo unspecified) | 1970 | 1838
Cc1cc(C)c(S(=O)(=O)c2cccc(Cl)c2)c(Cl)n1 | 1424 | 1512
CCOc1ccc(/C=N/Nc2ccc(C(F)(F)F)cc2[N+](=O)[O-])cc1O | 2093 | 1777
COc1ccc(N=c2scc(-c3ccc(S(=O)(=O)N4CCOCC4)cc3)n2CCCO)cc1 | 1951 | 1443

Among those listed so far, 15 contain fluorine.
SMILES | SRC1 TRFRET art | SRC3 TRFRET art
CCSc1nc2ccccc2c(=O)n1Cc1ccc(F)cc1 | 1908 | 1523
O=C(COC(=O)CCC1CCCC1)Nc1ccc(Cl)cc1F | 1983 | 1542
Nc1nc(NCCCN2CCOCC2)nc(Nc2ccc(F)cc2)c1[N+](=O)[O-] | 1565 | 1484
Oc1c(N=NC(=S)Nc2ccccc2F)c2ccccc2n1Cc1ccccc1Cl | 1988 | 1585
O=C1CC(c2ccc(F)cc2)Sc2nc(-c3ccccc3)c(-c3ccccc3)n21 (stereo unspecified) | 1982 | 1574
CCOCCOC(NC(=O)c1ccccc1)(C(F)(F)F)C(F)(F)F | 1680 | 1537
CC(C)=CC(=O)OCC(=O)Nc1cc([N+](=O)[O-])ccc1F | 1681 | 1488
O=C(COC(=O)c1cc(NS(=O)(=O)c2cccs2)ccc1O)Nc1ccc(F)c(F)c1F | 1525 | 1423
O=C(NCc1cccc(F)c1)c1noc2c1CCCC2 | 2108 | 1781
Cn1c(=O)c2c(nc(SCC(=O)c3ccccc3F)n2C)n(C)c1=O | 1688 | 1633
O=[N+]([O-])c1ccc(OCC(O)CN2CCN(c3ccccc3F)CC2)cc1 (stereo unspecified) | 1951 | 1653
Cc1nn(C)c(C)c1NC(=O)c1cnn2c(C(F)F)cc(-c3ccccc3)nc12 | 1587 | 1618
O=C(O)c1ccc(NC(CSCc2ccccc2F)C(=O)O)c([N+](=O)[O-])c1 (stereo unspecified) | 1468 | 1464
C#CCNc1nc(C(C)C)nc2c1nnn2Cc1ccccc1F | 1746 | 1626
CCOc1ccc(/C=N/Nc2ccc(C(F)(F)F)cc2[N+](=O)[O-])cc1O | 2093 | 1777

High-throughput results (PubChem)
